# Bioassay records as filed in PubChem BioAssay.
# b-catenin transl – beta-catenin nuclear translocation modulation; HeLa beta-catenin nuclear translocation, immunofluorescence imaging; nuclear translocation activity, % at 5 µM; hit rate 0.3% among 190,000; AID 1665;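 active = nuclear translocation activity above 50% at 5 µM, with a well cell count of 50 or more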;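 also: per-cell ratio of nuclear to cytoplasmic median beta-catenin stain intensity; plate controls were DMSO negative control for no effect and GSK-3 inhibitor IX positive control for full effect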
#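 Signal – beta-catenin immunofluorescence imaging with DAPI · Test system – human HeLa cell line · Dosing – 5 µM primary single dose, 0.1% DMSO, 0.02–20 µM confirmation series · Measure – % activation, nuclear-to-cytoplasmic median beta-catenin signal ratio per cell · Incubation – 24 h compound exposure at 37°C, 5% CO2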
# XIAP antagonists – XIAP antagonists, biochemical, IAP family, fluorescence polarization (AID 1018); displacement, % at 20 µM; hits with a dose series show IC50 in µM; hit rate 0.007% among 200,000; XIAP BIR domain, fluorescence polarization peptide displacement; higher % means a stronger effect; in the data active = displacement above about 50%; also: a part of the inactive calls stands beside numbers as strong as those of hits
# WT yeast gro inh – growth inhibition of WT yeast, mitochondrial fusion screen; mitochondrial fusion phenotypic screen, WT strain; inhibition, % at 10 µM; hit rate 2.1% among 190,000; in the data active = inhibition above about 58%; tested in S. cerevisiae
# Insulin prom up – MIN6 insulin promoter up-regulation. MIN6 insulin promoter-GFP reporter, high-content imaging; active compounds read high. z-score at 5 µM. hit rate 0.3% among 190,000. AID 1625;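 active = z-score above 3 at 5 µM with at least 500 cells counted in the well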
# ER stress rescue – rescue of cells from ER stress-induced death, primary screen, 384-well, CSM14.1, thapsigargin, ATP luminescence (AID 1222); CSM14.1 thapsigargin-induced death rescue, ATP luminescence; higher % means a stronger effect; cellular ATP content (survival), % at 20 µM; hits with a dose series show EC50 in µM; 190,000 tested, under 10 active;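 active = EC50 below 50 µM in the dose-response confirmation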;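 also: death triggered by thapsigargin at about 15 µM added after 2 h compound pretreatment; cell ATP read after overnight thapsigargin exposure of roughly 18 to 22 hours; normalized against plate controls of thapsigargin alone and 5% DMSO vehicle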
# MT stabilize HCS – microtubule stabilization, imaging screen; % tubulin-high responders, % at 10 µM; hit rate 0.83% among 200,000; HeLa tubulin immunostaining HCS, 24 h; share of cells brighter than vehicle mean+2SD;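 active = plate Z-score above 3 for both tubulin-high and condensed-nucleus cell shares, with cell loss under 80%, at 10 µM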;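 also: anti alpha tubulin signal scored within the nucleus-defined area of each cell; some results filed as inactive read as strong as hits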
# Dynein cargo inh – blocks dynein driven cargo transport along microtubules; z-score, hits read low; hit rate 0.47% among 220,000; 3617.4 mouse cells, GR-EGFP nuclear translocation imaging; test concentration mostly 20 µM; stimulated with dexamethasone, 1 µM; active compounds read low;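 active = plate z-score of nuclear minus cytoplasmic receptor signal below a set negative limit, without overly bright fluorescence or cell loss, cut at about -3.5 in these data, passing the limit was not always enough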;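 also: z-score of nuclear minus cytoplasmic ring GR-EGFP intensity difference per well; some compounds called inactive have numbers as strong as hits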
#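 Buffer or medium: tet-free, stripped-serum medium; Also added: dexamethasone, 1.0 µM final; Technique: high-content fluorescence imaging after fixation; Times: 48 h induction, 1 h compound, 30 min dex at 37 °C; Read-out: per-cell GR-EGFP intensity, nucleus versus surrounding cytoplasmic ring, well-averaged.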
# Autophagy HCS – autophagy modulation, high-content screen; MEF GFP-LC3 puncta imaging; test concentration mostly 10 µM; calls only at 10 µM (by protocol); hit rate 0.98% among 190,000; AID 463193;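 active = percentage of spot-positive cells more than 3 SD above its plate mean, without a fluorescence outlier flag or 80% toxicity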;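 also: spot-positive cell cutoff set from DMSO-treated cells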
# Lipid droplet – modulators of hepatic lipid droplet formation; AML12 mouse hepatocytes, oleate lipid droplets, BODIPY imaging; inhibition, % at 6.5 µM; hit rate 0.4% among 240,000;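 active = lipid droplet intensity inhibited by at least 50%, with more than 500 cells counted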
#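 Test system: AML12 hepatocytes (mouse); reagent: oleate loading, 100 µM; dosing: one dose, 6.5 µM compound; incubation: overnight exposure; signal: fluorescence imaging, 20x objective, two fields per well; read-out basis: % inhibition of corrected integrated BODIPY droplet signal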
# WT yeast gro inh mutant strain – second read-out of WT yeast gro inh, no call of its own (marks repeat the call); inhibition, %; mitochondrial fusion phenotypic screen, mutant strain inhibition
# Dynein cargo inh cytoplasmic EGFP – second read-out of Dynein cargo inh, no call of its own (marks repeat the call); z-score; measured here: cytoplasmic GR-EGFP intensity; active compounds read high
# Dynein cargo inh nuclear GR-EGFP – also measured in Dynein cargo inh; calls as there; z-score; measured here: nuclear GR-EGFP intensity;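 lower value marks the stronger effect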
# Dynein cargo inh cell count – recorded beside Dynein cargo inh, whose call it bears; z-score; measured here: cell count per field
# Insulin prom up cell count – second read-out of Insulin prom up, no call of its own (marks repeat the call); cell count; measured here: cytotoxicity, nuclei count;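 total cells summed across four imaged fields per well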
# Lipid droplet cells 6.5 µM – recorded beside Lipid droplet, whose call it bears; cell count; measured here: cell count, cytotoxicity flag;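 cells counted across two imaged fields per well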
# b-catenin transl cell count 5 µM – recorded beside b-catenin transl, whose call it bears; cell count; measured here: cell count, cytotoxicity flag
# MT stabilize HCS Hoechst-high % – second read-out of MT stabilize HCS, no call of its own (marks repeat the call); % Hoechst-high responders; measured here: nuclear condensation Hoechst responders;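 share of cells brighter than vehicle mean plus two SD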
# MT stabilize HCS cytotoxicity % – also measured in MT stabilize HCS; calls as there; toxicity, %; measured here: cytotoxicity by cell density;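 0% = mean cell density of plate MIN control wells and 100% = no cells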
# Autophagy HCS cell loss 18 h – further read-out of Autophagy HCS, marked with its call; toxicity, %; measured here: cell loss, nuclei count;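 cell loss after 18 h compound exposure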
# An asterisk follows results filed as active; i = inactive; . = not tested or not shown; + = active, no number.
# Start of the data: the first two entries as a preview:
SMILES,b-catenin transl,b-catenin transl cell count 5 µM,XIAP antagonists,WT yeast gro inh,WT yeast gro inh mutant strain,Insulin prom up,Insulin prom up cell count,ER stress rescue,MT stabilize HCS,MT stabilize HCS Hoechst-high %,MT stabilize HCS cytotoxicity %,Dynein cargo inh,Dynein cargo inh cytoplasmic EGFP,Dynein cargo inh nuclear GR-EGFP,Dynein cargo inh cell count,Autophagy HCS,Autophagy HCS cell loss 18 h,Lipid droplet,Lipid droplet cells 6.5 µM
Cc1onc(COc2ccccc2O)c1Br,0.3,1256,-4.8%,1,2,-0.43,938,0.5%,4.6,2.8,0.8,0.33,-0.35,0.66,-0.61,i,7,6,788
CC(=O)c1ccc(NC(=O)CC(NCCC2=CCCCC2)C(=O)O)cc1 (stereo not drawn),1.1,917,-8.4%,19,17,0.84,1410,-1.1%,2.3,2.1,1.1,-1.1,0.74,-0.59,2,i,6,9,602

# The whole of this part, previewed entries included:
SMILES,b-catenin transl,b-catenin transl cell count 5 µM,XIAP antagonists,WT yeast gro inh,WT yeast gro inh mutant strain,Insulin prom up,Insulin prom up cell count,ER stress rescue,MT stabilize HCS,MT stabilize HCS Hoechst-high %,MT stabilize HCS cytotoxicity %,Dynein cargo inh,Dynein cargo inh cytoplasmic EGFP,Dynein cargo inh nuclear GR-EGFP,Dynein cargo inh cell count,Autophagy HCS,Autophagy HCS cell loss 18 h,Lipid droplet,Lipid droplet cells 6.5 µM
Cc1onc(COc2ccccc2O)c1Br,0.3,1256,-4.8%,1,2,-0.43,938,0.5%,4.6,2.8,0.8,0.33,-0.35,0.66,-0.61,i,7,6,788
CC(=O)c1ccc(NC(=O)CC(NCCC2=CCCCC2)C(=O)O)cc1 (stereo not drawn),1.1,917,-8.4%,19,17,0.84,1410,-1.1%,2.3,2.1,1.1,-1.1,0.74,-0.59,2,i,6,9,602
Nc1cc(N)nc(SCc2ccccc2)n1,0.8,1030,-3.4%,-16,-1,0.13,1693,-1.8%,2.3,2.4,7.9,-0.8,-0.26,-0.5,0.59,i,-5,-7,667
COC(=O)CSc1nnc(C)n1-c1ccc(C)cc1,-2.3,1076,-3.3%,-23,-16,-0.58,939,-3.1%,2.1,2.6,8.4,0.19,0.19,0.23,0.27,i,-4,-9,773
CC(=O)Nc1ccc(NC(=O)CCn2cnnn2)cc1,-1.2,1035,-4.8%,-3,3,-0.44,1231,-0.4%,2.4,2.2,6.7,0.34,-0.039,-0.046,0.26,i,-4,-3,683
CCn1ncc([N+](=O)[O-])c1C(=O)Nc1ccc(C(=O)N2CCCCC2)cc1,.,.,3.6%,-2,14,0.06,1248,-1.6%,3.4,4.2,4.8,-0.44,-0.15,-0.46,0.086,i,10,10,686
COc1ccc2oc(=O)c(-c3nnc(N)s3)cc2c1,-3.0,946,-5.2%,17,11,.,.,-1.8%,2.8,2.0,11,2,-0.14,0.72,-1.9,i,13,5,718
COc1ccc(Cn2nnnc2CN2CCOCC2)cc1,-0.9,1175,-6.0%,-20,-15,0.75,1187,-0.7%,3.0,1.7,5.2,1.1,-0.22,0.69,0.57,i,0,-7,729
O=C(c1ccccc1)c1ccc(OCCCN2CCCCC2)cc1,.,.,4.8%,-11,-31,.,.,-1.3%,3.6,1.9,3.1,-0.9,-0.19,-0.23,1.3,i,9,8,778
CC(C)Oc1cccc(C(=O)C2CCCN(Cc3ccc(Oc4ncccn4)cc3)C2)c1 (stereo not drawn),0.0,923,-2.4%,7,2,-0.23,1398,-0.4%,4.1,1.7,8.3,-1,-0.23,-0.39,0.35,i,11,-17,699
C#CC1(O)CC(C)NCC1(C)CCC#N (stereo not drawn),-4.8,1210,-2.8%,1,3,-0.07,1221,-1.3%,2.6,1.9,6.7,0.067,-0.11,-0.14,0.14,i,7,3,721
COCCNC(=O)CCCn1c(=O)c2cc(OC)c(OC)cc2n(CC(=O)c2ccccc2)c1=O,-3.7,1085,-6.3%,-2,-4,0.06,1057,-1.6%,1.9,1.6,2.9,-0.61,-0.14,-0.26,0.034,i,-4,-1,696
CSC1=NCCN1C(=O)c1ccc(S(=O)(=O)N2CCOCC2)cc1,.,.,-4.8%,-3,-4,0.51,859,-1.2%,3.9,4.9,9.2,-1.1,-0.27,-0.64,0.53,i,7,.,.
C=CCc1ccc(OCCOCCNCCCC)c(OC)c1,-0.5,956,-1.3%,0,14,1,790,-3.0%,1.1,1.0,5.5,0.1,-0.095,0.4,0.29,+,-1.5*,2,669
Cc1nc(N2CCc3ccccc3C2)[nH]c(=O)c1CCC(C)C,.,.,-0.6%,1,-12,-0.36,938,-1.2%,1.8,1.6,6.9,-1.1,-0.25,-0.44,0.51,i,-7,.,.
O=C(Nc1ccccn1)C1CCN(S(=O)(=O)c2cccs2)CC1,-5.0,990,-1.6%,-3,-21,-1.1,881,0.4%,1.6,1.9,1.5,-0.52,-0.24,-0.025,0.6,i,-6,.,.
O=C1C=C(c2ccccc2)C[C@H](c2cccs2)[C@H]1n1cnc([N+](=O)[O-])c1,2.4,498,-8.0%,-14,-9,.,.,1.3%,2.1,1.1,4.2,-0.8,-0.27,-0.46,0.25,i,3,-12,723
O=C(CCNc1n[nH]c(=O)[nH]c1=O)N1CCOCC1,-2.0,1135,-0.8%,-8,-4,-0.86,1194,0.0%,3.1,1.4,2.9,0.37,-0.33,-0.17,0.39,i,8,.,.
CC(=O)Nc1ccc(N2C(=O)CSC2c2ccc(F)cc2)cc1 (stereo not drawn),-0.4,1146,0.2%,0,5,-0.19,1325,2.3%,5.7,1.7,7.1,-0.96,-0.2,0.057,1,i,-12,-11,728
OC(COCc1ccc(Cl)cc1)CN1CCN(c2ccccn2)CC1 (stereo not drawn),1.1,1088,-4.3%,-4,-11,0.55,1489,-1.3%,1.2,4.0,9.5,-0.56,-0.17,-0.065,-0.38,i,-13,-16,460
Cc1[nH]n(-c2ccccc2)c(=O)c1/C=N/N(c1ccccc1)c1ccccc1,4.5,893,-6.3%,34,-12,-0.79,1569,10%,1.7,2.6,8.1,-0.65,-0.26,-0.066,0.21,i,15,-25,551
CC(=O)Oc1ccc(CCC(C)OC(C)=O)cc1 (stereo not drawn),-0.3,1089,-3.1%,-4,12,-0.59,1222,.,2.1,1.6,5.3,-0.52,-0.2,0.24,-0.52,i,-1,-3,691
CCOC(=O)CC1Sc2ccccc2NC1=O (stereo not drawn),-0.1,744,-7.2%,-25,3,0.83,1225,-1.1%,5.2,2.8,8.2,-0.32,-0.18,0.092,-0.44,i,-10,.,.
Cc1ccc2nc(SC(C)C(=O)N3CC(C)OC(C)C3)[nH]c2c1 (stereo not drawn),-1.8,1116,-6.1%,-4,7,0.2,1254,-0.4%,4.1,2.5,13,2.2,-0.1,1.5,-2.9,i,1,6,704
Cc1ccc(Nc2nc(C(=O)NCCCN3CCOCC3)cs2)cc1,-6.4,993,-5.2%,6,-2,-1.3,1104,-1.5%,3.0,1.3,8.1,0.9,0.22,0.43,-0.37,i,4,.,.
CC(/C=C/C=C/c1ccccc1)=N\NC(=O)c1cccnc1,.,.,-3.9%,4,-16,0.86,1240,2.4%,2.3,4.0,3.1,-1.3,-0.29,-0.77,1.8,i,9,-4,749
CCCCN(CCCC)c1nc(-c2ccncc2)nc2ccccc12,-2.0,1341,.,.,.,-0.26,1078,.,.,.,.,0.37,-0.26,0.07,0.18,.,.,-18,694
CCOc1ccccc1N1CCN(CC(=O)c2c(N)n(C)c(=O)n(C)c2=O)CC1,4.5,997,-10%,-5,14,0.63,1150,.,3.4,1.7,6.8,-0.94,-0.26,-0.13,2,i,-3,6,715
CC(=O)Oc1ccccc1C(=O)Oc1ccc(/C=N/n2cnnc2)cc1,-4.8,1067,-5.1%,9,-1,0.41,1296,1.1%,4.0,2.3,6.0,-0.97,-0.29,-0.33,-0.042,i,-3,.,.
CNC(=S)N(CCc1c(C)[nH]c2ccc(C)cc12)Cc1cccs1,0.7,1088,-2.8%,65*,36*,-1.1,1164,1.3%,1.4,1.8,3.6,0.73,-0.18,0.3,-0.56,i,2,-15,673
CC(Oc1ccccc1)C(=O)Nc1oc(-c2ccco2)c(-c2ccco2)c1C#N (stereo not drawn),0.0,1178,-4.6%,-10,14,-0.08,1430,0.5%,2.1,2.2,2.3,-0.9,-0.3,-0.68,0.71,i,15,1,473
N#Cc1ccc(S(=O)(=O)NC2CCN(Cc3ccccc3)CC2)cc1,-1.1,1271,.,.,.,-0.23,1082,.,.,.,.,-1.1,0.26,-0.41,-0.015,.,.,7,775
Cc1ccccc1C(=O)N=c1sccn1C,-0.6,1106,0.4%,18,28,.,.,-3.0%,1.7,1.5,5.5,0.32,-0.074,0.53,-0.55,i,-1,17,823
C/C=C/C(=O)OCC(=O)Nc1ccc(SC(F)F)cc1,-2.4,1148,-5.6%,-14,9,-0.53,1214,-1.3%,6.9,2.4,9.0,0.044,-0.34,0.33,0.36,i,12,17,726
O=C(Nc1ccc(CN2CCS(=O)(=O)CC2)cc1)c1ccc(Cl)cc1,0.5,1343,.,.,.,0.54,1094,.,.,.,.,-1.1,-0.26,-0.19,0.87,.,.,4,709

# Rows are unselected; any-hit rate near 4%.
